Screening data: PubChem BioAssay, Sanford-Burnham Center for Chemical Genomics
EBI2 block: EBI2 (human) antagonism; P32249; EBI2 beta-arrestin recruitment, luminescence, 7a,25-OHC stimulated; inhibition, % at 5 µM; actives 0.81% (n = 360,000); in the data active means inhibition above about 38%;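 further: enzyme fragment complementation signal reports receptor beta-arrestin coupling in cells; 0% = agonist plus DMSO wells and 100% = wells without agonist; some results beyond the cut were filed as inactive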
CCR6 antagonist: antagonists of human CCR6 receptor | CHO-K1 CCR6 PathHunter beta-arrestin, luminescence, CCL20-stimulated | inhibition, % at 20 µM | actives 0.49% (n = 340,000) | AID 493098;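 active means compounds whose inhibition of the agonist-driven luminescence signal at 20 µM reaches about 50%, limit read from the data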;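 further: cells stimulated with CCL20 at 14 nM final; plate controls were DMSO with CCL20 for no effect and DMSO without agonist for full effect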
Target sequence (P51684 whole entry, looked up): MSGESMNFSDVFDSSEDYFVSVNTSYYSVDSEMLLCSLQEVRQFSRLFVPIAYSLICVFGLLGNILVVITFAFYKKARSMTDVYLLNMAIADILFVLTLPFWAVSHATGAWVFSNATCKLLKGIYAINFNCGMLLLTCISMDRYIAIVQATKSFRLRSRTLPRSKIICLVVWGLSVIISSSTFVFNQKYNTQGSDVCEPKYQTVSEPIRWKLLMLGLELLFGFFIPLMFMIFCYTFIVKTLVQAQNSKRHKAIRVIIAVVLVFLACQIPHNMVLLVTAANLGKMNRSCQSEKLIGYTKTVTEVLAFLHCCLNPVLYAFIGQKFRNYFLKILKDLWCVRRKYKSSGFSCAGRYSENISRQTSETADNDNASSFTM
697 NFkB inh: lowers PMA/ionomycin-induced NF-kB signal in 697 B cells. 697 B-cell NF-kB luciferase reporter, 16 h. inhibition, % at 4 µM. actives 0.33% (n = 330,000). AID 435022; in the data active means inhibition above about 35%
APJ antag: antagonists of human APJ apelin receptor | CHO-K1 APJ beta-arrestin complementation, luminescence | inhibition, % at 20 µM | AID 2521 | P35414 | actives 0.32% (n = 330,000);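 active means inhibition above about 40% at 20 µM, limit read from the data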;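 further: cells challenged with 10 nM apelin-13 agonist together with compound; plate controls were apelin-13 plus DMSO wells for no effect and DMSO wells lacking apelin-13 for full effect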
Target sequence (P35414 whole entry, looked up): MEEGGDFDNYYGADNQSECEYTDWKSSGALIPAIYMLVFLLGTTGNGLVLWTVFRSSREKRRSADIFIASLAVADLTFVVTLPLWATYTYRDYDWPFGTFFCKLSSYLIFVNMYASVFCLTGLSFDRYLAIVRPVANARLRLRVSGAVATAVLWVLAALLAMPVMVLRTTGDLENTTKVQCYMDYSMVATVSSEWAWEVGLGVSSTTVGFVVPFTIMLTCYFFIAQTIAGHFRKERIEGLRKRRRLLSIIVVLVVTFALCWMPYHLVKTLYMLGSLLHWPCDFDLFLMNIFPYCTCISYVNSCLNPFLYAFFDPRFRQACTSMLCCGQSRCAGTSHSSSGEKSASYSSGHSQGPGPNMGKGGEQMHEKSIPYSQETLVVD
Gli-Sufu block: blocks Gli-Sufu signaling in a luciferase reporter; Sufu-KO-LIGHT fibroblasts, Gli luciferase reporter luminescence; inhibition, % at 5 µM; actives 0.74% (n = 340,000); AID 588413;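 active means inhibition above about 55%, limit read from the data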;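 further: 0% = DMSO-treated cells and 100% = wells with medium but no cells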
Jurkat NFkB inh: lowers PMA/ionomycin-induced NF-kB signal in Jurkat cells; PMA/ionomycin-induced NF-kB luciferase reporter, luminescence; inhibition, % at 4 µM; actives 0.53% (n = 330,000); in the data active means inhibition above about 50%
CXCR6 inh: inhibitors of human CXCR6 receptor; O00574; actives 0.36% (n = 360,000); AID 602244; inhibition, % at 20 µM; CHO-K1 PathHunter CXCR6 beta-arrestin, luminescence; in the data active means inhibition above about 34%, passing the limit was not always enough;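 further: antagonist mode with CXCL16 agonist at 10 nM final; 0% = 10 nM CXCL16 with DMSO and 100% = unstimulated wells without agonist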
UBC13 inh: human UBC13 polyubiquitination inhibition; P61088; UBC13 polyubiquitin chain formation, TR-FRET; inhibition, % at 20 µM; actives 0.47% (n = 330,000); in the data active means inhibition above about 45%, passing the limit was not always enough
Target sequence (P61088 whole entry, looked up): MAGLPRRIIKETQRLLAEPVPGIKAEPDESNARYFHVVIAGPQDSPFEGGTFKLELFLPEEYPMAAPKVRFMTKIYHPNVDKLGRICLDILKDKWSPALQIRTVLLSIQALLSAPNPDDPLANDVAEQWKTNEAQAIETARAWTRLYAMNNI
* = called active by the depositor.

Compound,Gli-Sufu block,CXCR6 inh,EBI2 block,CCR6 antagonist,Jurkat NFkB inh,697 NFkB inh,UBC13 inh,APJ antag
CCC(=O)Nc1nc2c(c(=O)[nH]1)CCCC2,-5,-4,-9,11,-4,6,4,10
COc1ccc(OC)c(NC(=O)CSc2nnc(CNC(=O)COc3ccc(Cl)cc3)o2)c1,7,1,-1,11,5,-13,7,16
CCOc1ccc(Nc2nc(N)nc(CSC(=S)N3CCOCC3)n2)cc1,-30,-9,1,1,-9,6,3,-14
O=C(COc1ccc(Cl)cc1Cl)NC(=S)Nc1ccc(CN2CCOCC2)cc1,1,-1,-4,11,-2,-12,7,8
O=c1[nH]c2ccc(S(=O)(=O)Nc3ccc(Cl)cc3)cc2o1,6,-9,-3,3,-3,-17,-11,5
Cc1ccnc(N2CCCC(C(=O)Nc3cc(F)ccc3C)C2)n1 (stereo not drawn),6,2,-2,11,11,14,15,17
COc1ccc(Cl)cc1-n1c(C)ccc1C,27,1,-5,6,14,-12,0,-9
CC(NS(=O)(=O)c1ccc2[nH]c(=O)c(=O)[nH]c2c1)C(=O)O (stereo not drawn),3,-6,-5,11,0,14,-3,-2
CN1CCN(S(=O)(=O)c2ccc(C3CCCCC3)cc2)CC1,1,0,-6,6,4,-4,4,19
CCOC(=O)c1c(C)[nH]c(C(=O)COC(=O)c2oc3ccccc3c2C)c1C,-5,3,5,-7,0,3,-1,-2
O=C(CSCc1ccc(F)cc1)NCc1ccc(F)cc1,-7,-11,5,13,-12,7,15,7
Cc1oc(-c2cccc(C(F)(F)F)c2)nc1CN1CCC[C@H]1CO,9,-4,7,-5,0,-2,2,-13
Cc1ccc(S(=O)(=O)N2CC(O)CC2C(=O)NCc2ccc3c(c2)OCO3)cc1 (stereo not drawn),3,2,-2,10,1,5,-5,-6
CC(C)(C)c1ccc(S(=O)(=O)N2CCN(C3CCCC3)CC2)cc1,34,-7,-2,17,8,-13,6,-20
COc1cc2c(=O)n(Cc3ccccc3)c(=O)n(CC(=O)NCC3CCCO3)c2cc1OC (stereo not drawn),21,-4,3,3,-7,18,2,40*
CCC1Nc2ccccc2-c2nnc(SC)nc2O1 (stereo not drawn),-5,-1,-1,17,7,0,-6,-24
Cc1ccc(OCC(=O)N(C)CC(=O)N(CC(C)C)c2c(N)n(CC(C)C)c(=O)[nH]c2=O)c(C)c1,7,5,-5,4,7,-13,3,12
Cc1nnc(SCC(=O)Nc2sccc2C(N)=O)n1Cc1ccccc1,-3,-5,-6,-8,-9,16,1,8
CCn1c(SCc2ccc(C)cc2)nnc1-c1nn(-c2ccccc2)ccc1=O,-7,6,6,0,-10,14,-2,1
COc1ccc(OC)c(NC(=O)COC(=O)Cn2nnc(-c3ccccc3)n2)c1,1,9,-7,6,2,10,3,-13
Fc1ccc(Nc2ccc3ccccc3n2)c(F)c1,-169,-13,7,-11,-211,-242,3,11
O=C(Cc1n[nH]c(=O)[nH]c1=O)N/N=C/c1cccc(O)c1,10,9,-4,0,-8,1,-3,-20
Cc1cc([N+](=O)[O-])ccc1NC(=O)CN1CCN(Cc2ccccc2)CC1,2,8,-8,7,-6,1,2,-6
O=[N+]([O-])c1ccc(Cl)c(S(=O)(=O)NC2=NCCC2)c1,8,-21,-5,-12,5,7,-8,0

Reprinted from the part before: two entries, followed by the next part.
Compound,Gli-Sufu block,CXCR6 inh,EBI2 block,CCR6 antagonist,Jurkat NFkB inh,697 NFkB inh,UBC13 inh,APJ antag
Cc1cc([N+](=O)[O-])ccc1NC(=O)CN1CCN(Cc2ccccc2)CC1,2,8,-8,7,-6,1,2,-6
O=[N+]([O-])c1ccc(Cl)c(S(=O)(=O)NC2=NCCC2)c1,8,-21,-5,-12,5,7,-8,0
CCC(C)N(C)C1CCN(C(=S)Nc2cccc(OC)c2)CC1 (stereo not drawn),5,8,-5,3,0,12,18,8
O=C(CCNC(=O)c1ccco1)Nc1ccc(C(F)(F)F)cc1,-22,4,12,-19,-5,-16,4,4
CCC/C=C(\CCC)C(NC(=O)Cc1ccccc1)c1ccc(C(=O)OC)cc1 (stereo not drawn),14,12,21,9,26,5,16,-51
C=CCOc1nc2c(c(=O)n(Cc3ccc(Cl)c(Cl)c3)c(=O)n2C)n1C,-17,12,12,-6,2,-20,-2,-20
Cc1c(-c2ccccc2)nc2ccccc2c1C(=O)O,2,7,6,-10,-15,2,-6,-15
Cc1ccc(-n2c(C)cc(=O)cc2C)cc1[N+](=O)[O-],40,7,-7,-6,10,-2,0,-5
CCOC(=O)CN1C(=O)S/C(=C/C=C/c2ccc(N(C)C)cc2)C1=O,-47,16,16,33,-13,-45,-195,13
O=S(=O)(N/N=C/c1cn(Cc2ccccc2)c2ccccc12)c1ccccc1,-23,10,17,10,-8,-33,-6,2
CC(C)Sc1nc2sccc2c(=O)n1-c1ccccc1,15,-1,-12,10,9,13,-3,0
CSc1ncccc1C(=O)NNC(=O)c1ccc(NS(=O)(=O)c2cccs2)cc1,-5,0,6,7,-10,2,-3,-1
Cc1onc(-c2ccccc2Cl)c1C(=O)NC(=S)Nc1ccccc1F,28,13,-2,23,17,-2,-1,23
COc1ccc([C@H]2CC(=O)C=C(c3ccc(-c4ccccc4)c(F)c3)C2)cc1OC,31,-2,11,0,-3,-1,5,0
FC(F)(F)c1cc(-c2cccs2)nc2cc(-c3ccccc3)nn12,8,3,3,-7,-11,-17,29,15
Cc1ccc(N2CSC3=C(C#N)C(c4cccs4)CC(=O)N3C2)cc1 (stereo not drawn),-46,-4,-1,10,-22,-6,-32,4
Cc1ccc(C(=O)NCCNC(=O)c2ccccc2)cc1,-39,-1,2,5,13,-5,0,-19
Nc1ncnc(Oc2cccc3cccnc23)c1[N+](=O)[O-],-4,3,-12,2,-3,7,-4,-4
CCCN(CCC)C(=O)COc1cc(=O)n(CC)c2ccccc12,-3,-1,-4,1,5,6,5,17
O=C(CSc1nc2cc(Cl)ccc2s1)c1cc2ccccc2o1,4,-2,0,14,6,14,-2,-13
Cc1cc(C(=O)NC2CC(C)(C)Cc3c2cnn3-c2ccccc2)n(C)n1 (stereo not drawn),15,-3,5,5,11,10,5,21
COc1ccc2[nH]c(C(=O)N3CCC(n4nccc4NC(=O)C4CC4)CC3)c(C)c2c1,8,3,-5,1,-3,15,5,5
CCCc1cc(C(=O)Cc2ccc(F)cc2)c(O)cc1O,0,-3,12,-11,-2,11,10,-7
Cn1cccc1/C=N/NC(=O)c1ccccn1,-37,-2,-5,2,-29,-25,10,4
O=C(CN1C(=O)/C(=C/c2ccco2)SC1=S)Nc1ccc(O)c(C(=O)O)c1,1,-4,5,26,6,-9,-20,17
Cc1ccc(NC(=O)Nc2cc(-c3ccccc3)nn2C)cc1Cl,-3,-11,2,-16,-6,7,10,-15
O=C(c1ccccc1)N1N=C(C(F)(F)F)CC1(O)c1ccccc1O (stereo not drawn),-18,24,6,27,-10,-18,1,-9
Cc1nn(-c2ccccc2)c2ncc(C(=O)c3cc(Cl)ccc3O)cc12,-3,-26,6,9,-3,9,-3,8
CCn1c(=O)c(C(=O)NCc2ccc(OC)c(OC)c2)c(O)c2ccccc21,24,9,12,-9,21,6,42,-8
O=C1c2ccc(Oc3ccc4c(c3)C(=O)N(CCCCO)C4=O)cc2C(=O)N1CCCCO,1,-7,-3,-21,18,9,4,5
N/C(=N\OC(=O)CCC1CCCC1)c1ccccc1,-35,1,-10,8,-42,-42,5,-3
c1ccc(C2OCC3(CO2)COC(c2ccccc2)OC3)cc1 (stereo not drawn),11,-6,-7,-11,9,-4,-1,-7
CC1CCCCN1C(=O)COC(=O)Cc1c[nH]c2ccccc12 (stereo not drawn),2,-6,5,-5,5,12,6,11
CCOc1ccc(C2(C)CC(=O)N(C)C2=O)cc1 (stereo not drawn),4,4,0,-2,3,3,2,-4
COc1ccc(-c2nc(-c3ccncc3)no2)cc1OC,-52,1,-1,-1,-57,-34,0,-13
Cc1cc2[nH]c(=O)c(=O)[nH]c2cc1S(=O)(=O)NCc1ccc(Cl)cc1,22,1,0,-4,7,3,6,-40
CN(CC(=O)NCCc1ccccc1)S(=O)(=O)c1ccc(Br)cc1,2,-1,2,1,13,3,4,4
COc1ccc2c(c1)CCc1c(C(=O)NCCN3CCOCC3)noc1-2,4,-9,-5,3,-15,-3,-3,-18
CCOC(=O)c1sc(NC(=O)C2CC(=O)N(c3ccc(C)cc3)C2)nc1C (stereo not drawn),-2,6,-4,8,1,0,-1,17
Cc1ccc(NC(=S)NNC(=O)c2ccc(N3CCOCC3)c([N+](=O)[O-])c2)cc1Cl,-4,35,3,31,8,14,-32,42*
COC(=O)COc1coc(CN2CCN(c3cccc(Cl)c3)CC2)cc1=O,49,-2,-9,9,-4,-2,-2,-3
COc1ccc(CCN(C)C2CC(=O)N(c3ccccc3)C2=O)cc1OC (stereo not drawn),4,-3,2,6,7,7,-2,22
COc1ccccc1Nc1nc(N)nc(CSc2nc(C)cc(C)n2)n1,9,-2,-2,-5,3,-15,3,11
Cc1ccc(/C=C2/NC(=O)N(Cc3ccccc3F)C2=O)o1,-5,-4,9,9,-5,14,-2,10
CCOc1cc(/C=C2/C(=N)N3OC(C)=CC3=NC2=O)ccc1OC,12,8,0,10,-11,3,-15,-5
COc1ccc([N+](=O)[O-])cc1NC(=O)CCN1CCN(c2ccccc2OC)CC1,21,-2,1,14,6,1,14,-4
Cc1cc2c(c(CO)c1CCO)C(=O)[C@@H](C)[C@@H]2O,6,-8,-7,-9,7,-2,-2,8
Cc1ccccc1N/N=C1\CCCNC1=O,-22,-2,-5,17,11,8,5,-23
Cc1nc2oc3c(NCc4ccccn4)ncnc3c2c2c1COC(C)(C)C2,9,-6,8,-9,5,14,2,-8
O=c1cc(CO)oc(CN2CCN(c3cccc(C(F)(F)F)c3)CC2)c1O,7,3,-4,-10,-15,-20,12,4

APJ antag: hit marks shown above
compound,CXCR6 inh,EBI2 block,CCR6 antagonist,Jurkat NFkB inh,697 NFkB inh,UBC13 inh,APJ antag
COc1cc2c(=O)n(Cc3ccccc3)c(=O)n(CC(=O)NCC3CCCO3)c2cc1OC (stereo not drawn),-4,3,3,-7,18,2,40*
Cc1ccc(NC(=S)NNC(=O)c2ccc(N3CCOCC3)c([N+](=O)[O-])c2)cc1Cl,35,3,31,8,14,-32,42*

The listing continues.
Compound,Gli-Sufu block,CXCR6 inh,EBI2 block,CCR6 antagonist,Jurkat NFkB inh,697 NFkB inh,UBC13 inh,APJ antag
Cc1cccc([C@@H]2[C@@H]3C(=O)N(Cc4ccccc4)C(=O)[C@@H]3[C@]3(CC(C)C)C(=O)N(c4cccc(F)c4)C(=O)N23)c1,1,-2,6,4,3,22,5,4
CCOC(=O)N/N=C/c1ccc(C)o1,5,-2,-2,-18,2,16,1,21
COc1ccc(S(=O)(=O)N2CCCCCC2)cc1NC(=O)CCCOc1ccccc1,13,5,-3,14,8,10,-3,16
CN(CC(=O)O)c1ccc(C(F)(F)F)cc1[N+](=O)[O-],0,2,0,8,4,21,-5,-6
COc1cc(S(=O)(=O)NCc2cccnc2)c(OC)cc1Br,-15,3,1,-7,19,15,4,1
C/C=C/C(=O)N1c2ccccc2C(C)=CC1(C)C,-6,2,2,18,-14,-1,-6,-20
CCCCCc1ccc(C2=NNC(=O)CC2)cc1,-18,-9,-2,9,-22,-4,7,12
CCOc1ccc(CNC(=O)c2ccc(Sc3ccc(Cl)cc3)c(NC(C)=O)c2)cc1OC,-4,-7,15,7,6,4,14,-14
Cc1cc(C)c(C#N)c(OCC(=O)c2ccc(Br)cc2)n1,-8,8,1,19,-11,-1,2,10
COc1ccc(C(=O)COc2ccc3ccc(=O)oc3c2)cc1,-2,-7,12,6,-1,6,11,-9
